Source: PubChem BioAssay
uPA generation: inhibitors of cell surface uPA generation; cell surface uPA generation assay, qHTS; 0.31% of 330,000 active; Potency, µM (series often up to 38.3 µM), for inactives: at the highest dose activity change, negative = inhibition, actives largely listed as inhibitors; active = well fitted inhibition curve with a large enough effect; inconclusive = small, poorly fitted or top-dose-only effect; inactive = no such curve, though single readings can be large or run the other way; tested in mouse RAW 264.7 cells; also: % is scaled to controls: 0 for no effect and ±100 for the full control effect; nearly all actives have a fitted effect of over 55% in size
Rab9 prom act: activates the Rab9 promoter | Huh7 Rab9 promoter-luciferase reporter, luminescence, 24 h | Potency, µM (series often up to 9.22 µM), without a hit: top-dose activation, negative = inhibition, hits mostly activators | 2.8% of 320,000 active | AID 485297; also: % of control where 0% means no effect; nearly all actives have a fitted effect of over 60% in size
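Stable Rab9-luc Huh7, 1500 cells/well, 2 h settle; cmpd in DMSO, 24 h, 37 °C/5% CO2; luciferase reagent 10 min RT; luminescence.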
p53 reactivation: restores transcriptional activity of mutant p53 | H1299 p53-A138V BP100-luciferase reporter, luminescence, 24 h | Potency, µM (highest dose often 92.2 µM), for the others: top-dose activity change, positive = activation, most hits filed as activators | 0.063% of 320,000 active; also: % of control where 0% means no effect; nearly all actives have a fitted effect of over 45% in size
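H1299 (p53-null), stable ts p53-A138V + BP100-Luc; 1000 cells/well, Opti-MEM/10% FBS; cpd 4 pt, 1:5; 24 h, 37 deg C, 5% CO2; detection reagent 10 min RT; luminescence.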
NPC1 promoter act: activates the NPC1 promoter. Huh7 NPC1 promoter luciferase reporter, 24 h. Potency, µM (highest dose often 9.22 µM), for the others: at the highest dose activation, actives largely listed as activators. 2.4% of 320,000 active. AID 485313;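 also: % of control where 0% means no effect; nearly all actives have a fitted effect of over 60% in size; reporter is driven by a mutant NPC1 promoter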
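Cells: Huh7 expressing luciferase under the NPC1 promoter, 1500/well. Seeded 2 h, compound added, incubated 24 h at 37 °C. Luciferase reagent, 10 min ambient, then luminescence.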
MBNL1 CUG block: MBNL1-poly(CUG) RNA binding inhibition | TR-FRET MBNL1-His/biotin-(CUG)12 binding, 665/545 ratio | Potency, µM (doses to about 57.5 µM), for inactives: at the highest dose activity change, negative = inhibition, usual class: inhibitors | 0.036% of 280,000 active | AID 2675; active = well fitted inhibition curve with a large enough effect in the signal ratio, with a control signal flat, not every such curve was filed as active; inconclusive = small, poorly fitted or top-dose-only effect, or effect the other way, or a change in a side signal; inactive = no such curve, though single readings can be large or run the other way; the % refers to the signal ratio; also: % is scaled to controls: 0 for no effect and ±100 for the full control effect
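Inhibition of protein-RNA binding appears as loss of TR-FRET between terbium anti-His antibody on MBNL1-His and streptavidin-XL665 on biotin-(CUG)12. Activity is normalized to buffer-only and uninhibited-complex controls.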
ELG1 genotox: inducers of genotoxicity in HEK293T ELG1-luciferase cells | HEK293T ELG1-luciferase reporter, luminescence, 16 h | Potency, µM (doses to about 46 µM), inactives show at the highest dose activity change, positive = activation, usual class: activators | 1.3% of 330,000 active | AID 504466; also: % of control where 0% means no effect; nearly all actives have a fitted effect of over 60% in size
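Cells (2,000/well) expressing the ELG1-luciferase fusion are dosed by pin tool and kept 16 hr at 37 °C, 5% CO2. Signal comes from ONE-Glo luciferase reagent after 30 min at room temperature.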
FLuc modulator: counter-screen for miR-21 project: firefly luciferase inhibitors or activators; purified FLuc, Km substrates, luminescence inhibition; 6.9% of 360,000 active; Potency, µM (titrated, usually from 57.5 µM), without a hit: top-dose activity change, negative = inhibition, actives largely listed as inhibitors; P08659; AID 588342;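 also: plate controls were vehicle for no effect and reference inhibitor for full effect; nearly all actives have a fitted effect of over 55% in size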
Target sequence (P08659 whole entry, looked up): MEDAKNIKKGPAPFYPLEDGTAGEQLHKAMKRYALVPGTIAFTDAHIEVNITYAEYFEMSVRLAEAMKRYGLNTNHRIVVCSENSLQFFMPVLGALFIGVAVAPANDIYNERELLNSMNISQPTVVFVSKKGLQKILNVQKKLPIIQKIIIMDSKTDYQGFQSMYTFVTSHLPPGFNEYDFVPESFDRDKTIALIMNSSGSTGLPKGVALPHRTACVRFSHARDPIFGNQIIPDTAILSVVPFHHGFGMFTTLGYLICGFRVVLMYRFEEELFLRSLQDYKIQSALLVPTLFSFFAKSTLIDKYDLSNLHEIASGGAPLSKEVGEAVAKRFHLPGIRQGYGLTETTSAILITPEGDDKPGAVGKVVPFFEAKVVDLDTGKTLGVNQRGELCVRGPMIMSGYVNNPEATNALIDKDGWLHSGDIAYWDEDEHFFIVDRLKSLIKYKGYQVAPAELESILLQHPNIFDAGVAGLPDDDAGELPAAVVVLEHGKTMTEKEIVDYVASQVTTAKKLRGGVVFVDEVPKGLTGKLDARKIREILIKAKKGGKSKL
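Biochemical qHTS of compounds, final roughly 60 µM downward over six points, against 10 nM purified firefly luciferase using Km concentrations of substrates (10 uM D-luciferin, 10 uM ATP) in Tris acetate pH 7.5 buffer; luminescence output.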
Gal4-VP16 FLuc: counter-screen for ROR gamma inhibitors: Gal4-VP16 reporter; Drosophila S2 Gal4-VP16 UAS-luciferase, luminescence, 20 h; Potency, µM (doses to about 53.6 µM), inactives show at the top dose activity, negative = inhibition, actives largely listed as inhibitors; 3.5% of 310,000 active;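 also: Gal4-VP16 expression switched on by copper sulfate through the metallothionein promoter; % is scaled to controls: 0 for no effect and ±100 for the full control effect; nearly all actives have a fitted effect of over 50% in size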
RORgamma inh: ROR gamma (mouse) transcription inhibition. AID 2551. Potency, µM (series often up to 53.6 µM), inactives show at the highest dose activity change, negative = inhibition, most hits filed as inhibitors. Drosophila S2 Gal4-RORgamma UAS-luciferase reporter, 20 h. 5.4% of 310,000 active. P51450; also: % is scaled to controls: 0 for no effect and ±100 for the full control effect; nearly all actives have a fitted effect of over 60% in size
Target sequence (P51450 whole entry, looked up, the tested form may be a part): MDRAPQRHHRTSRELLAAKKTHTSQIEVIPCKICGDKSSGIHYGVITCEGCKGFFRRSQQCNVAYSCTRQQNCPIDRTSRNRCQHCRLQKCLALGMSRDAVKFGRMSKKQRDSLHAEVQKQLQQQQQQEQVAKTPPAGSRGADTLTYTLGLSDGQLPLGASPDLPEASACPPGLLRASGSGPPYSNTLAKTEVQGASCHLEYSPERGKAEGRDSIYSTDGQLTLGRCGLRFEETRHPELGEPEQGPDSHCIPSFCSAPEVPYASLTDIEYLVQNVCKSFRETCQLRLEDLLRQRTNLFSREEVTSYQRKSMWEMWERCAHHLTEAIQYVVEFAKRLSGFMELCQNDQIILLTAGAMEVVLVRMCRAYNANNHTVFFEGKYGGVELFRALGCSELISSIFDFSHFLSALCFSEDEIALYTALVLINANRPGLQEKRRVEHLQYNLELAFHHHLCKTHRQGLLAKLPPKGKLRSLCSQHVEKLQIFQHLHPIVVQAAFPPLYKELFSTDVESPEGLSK
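Compounds are pin-transferred onto Drosophila Schneider cells expressing a copper-inducible Gal4–ROR gamma transactivation domain fusion. After 1 hr, copper sulfate is added to 700 uM final; luciferase is read 20 hr later.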
BRCA1 expr act: BRCA1 expression activation; Potency, µM (doses to about 46.1 µM), without a hit: at the top dose activation, hits mostly activators; MCF7-BRCA1-FFLuc reporter, luminescence, 48 h; response scale: scaled: vehicle 0%, 10 µM genistein 100%; 1.1% of 380,000 active; also: nearly all actives have a fitted effect of over 80% in size; some results filed as inactive show a strong effect at the top dose
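Luminescence from a BRCA1-driven firefly luciferase in MCF7 cells was the read-out, taken 15 min after substrate addition following 48 h compound exposure at 37 °C. Data were normalized to a 10 microM genistein control and DMSO vehicle.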
Numbers without * were called inactive; ? = inconclusive; nt = not tested or not shown; [ ] = remark or other dose. Unless noted, calls follow the shape of the dose curve; as a rule, active = well fitted curve in the direction sought with a large enough effect; inconclusive = small, poorly fitted or top-dose-only effect, or another doubt; inactive = no such curve, though single readings can be large; an effect the other way counts as inactive or inconclusive. Potency is read from the fitted curve at half-maximal effect.

Results follow in this order: uPA generation, Rab9 prom act, p53 reactivation, NPC1 promoter act, MBNL1 CUG block, ELG1 genotox, FLuc modulator, Gal4-VP16 FLuc, RORgamma inh, BRCA1 expr act
#1 O=C(CN1CCOCC1)N/N=C/c1ccco1
  2.0%, -23.0%, -2.5%, -0.1%, 11.2%, 0.0%, 0.4%, 0.2%, -0.9%, 1.5%
#2 Cc1ccc(OCC(=O)Nc2sc3c(c2C#N)CC(C)(C)NC3(C)C)cc1
  -5.0%, -0.3%, -1.4%, -1.8%, 3.7%, 6.2%, 8.2%, 5.5%, -1.2%, -1.5%
#3 CCCN1CCN(C(=S)Nc2ccccc2C(F)(F)F)CC1
  -4.2%, -5.7%, -4.5%, -1.2%, -24.2%, -4.2%, 5.8%, -10.2%, ?, -63.3%
#4 Cc1ccc(S(=O)(=O)NCCC(=O)NC2CCCC2)cc1
  nt, 16.9%, 6.1%, 6.8%, -15.8%, 0.5%, 5.2%, -3.2%, -3.7%, -1.5%
#5 CCCCP(=O)(CCCC)CCP(=O)(c1ccccc1)c1ccccc1
  1.5%, -4.8%, -3.5%, 0.0%, -0.7%, 0.3%, -2.5%, 1.4%, -34.6%, -1.0%
#6 O=C(/C=C/c1ccccc1)C1=C(O)C(=O)N(CCO)C1c1ccc2c(c1)OCO2 (stereo not given)
  1.6%, -2.5%, 1.2%, -0.2%, 37.2%[activator], 1.4%, 1.3%, -12.8%, -21.4%, -4.0%
#7 O=C(NCc1ccccc1)c1ccc(C(=O)N(C2CCCCC2)C2CCCCC2)cc1
  nt, 2.8%, 3.4%, 0.6%, 5.7%, -21.1%, -0.2%, -8.5%, -1.5%, -86.0%[inhibitor]
#8 CCCC(=NCCc1c(C)[nH]c2ccccc12)C1=C(O)CC(c2ccccc2)CC1=O (stereo not given)
  -6.7%, -14.1%, 14.2%, -25.1%, nt, -1.1%, -1.1%, -13.6%, 33.3%, -77.6%[inhibitor]
#9 COc1ccc(C2C(C#N)=C(N)Oc3c2oc(CO)cc3=O)c(OC)c1OC (stereo not given)
  nt, -5.0%, -0.7%, -4.4%, 1.9%, 4.1%, 2.1%, 2.6%, -9.7%, 1.0%
#10 Cc1nc(NCc2ccco2)c2oc3ccccc3c2n1
  -2.8%, -4.4%, -10.6%, -3.1%, -1.4%, 3.5%, -0.4%, -15.3%[0.365 µM], 22.9%, -8.6%
#11 C/C(=N/NS(=O)(=O)c1ccc(C)cc1C)c1c[nH]c2ccccc12
  -5.3%, -12.5%, -16.9%, -10.9%, 1.3%, -8.0%, 1.3%, ?, ?, -24.9%
#12 O=C(NCCCN1CCCC1=O)C1CCN(S(=O)(=O)N2CCOCC2)CC1
  0.3%, -10.1%, 4.6%, 1.0%, -0.3%, 1.6%, -0.7%, 2.8%, -23.1%, -0.1%
#13 CC(C)C(NS(=O)(=O)c1ccccc1F)C(=O)OCC(=O)NCc1ccco1 (stereo not given)
  -15.0%, 1.4%, 4.9%, -2.0%, nt, -0.2%, 3.9%, nt, nt, 10.7%
#14 COc1cccc(/C=C/C(=O)c2ccc(C)c([N+](=O)[O-])c2)c1
  -17.2%, -4.4%, -11.0%, -1.1%, nt, 6.5%, ?, -15.7%, 50.8%, -21.8%
#15 CC(C)CNC(=O)c1coc(=O)c(Br)c1
  -11.7%, -2.8%, -15.5%, -1.1%, ?, ?, 1.6%, 2.8%, -18.6%, 0.4%[1.84 µM]
#16 O=C(Nc1cccnc1)c1cc([N+](=O)[O-])ccc1Cl
  ?, -0.2%, ?, 0.9%, ?, 11.0%, -0.9%, -12.2%, -0.1%, -34.1%
#17 CCCc1cc(=O)[nH]c(SCC(=O)c2ccc(S(=O)(=O)N3CCCC3)cc2)n1
  -0.1%, -1.3%, 9.1%, -5.0%, 8.8%, -6.9%, 0.7%, 5.2%, ?, -32.6%
#18 N#Cc1ccccc1CSc1ccc(-c2nc3ccccc3[nH]2)cn1
  -3.9%, 21.3%, 8.4%, 21.0%, ?, ?, 19µM*, -2.8%[0.365 µM], ?, 47.1%
#19 Cc1c(C(=O)Nc2ccc(F)cc2)sc2ncn(CC(=O)N3CCCCC3)c(=O)c12
  -0.5%, -0.4%, 6.0%, 2.1%, 12.4%, -2.7%, -2.2%, 16.9%, 10.8%, -31.2%
#20 CCOC(=O)COc1ccc([N+](=O)[O-])cc1
  0.9%, -4.7%, -2.5%, 0.6%, nt, 2.6%, 0.1%, -5.0%, -9.0%[10 µM], 0.0%
#21 CN(c1ccccc1)S(=O)(=O)c1cccc(C(=O)NC2CCCCC2)c1
  -4.6%, 1.6%, 3.2%, -3.1%, nt, -0.9%, 0.9%, nt, nt, -9.7%
#22 Cc1cc(C)n(-c2c(F)c(F)c(CO)c(F)c2F)n1
  3.2%, nt, nt, nt, -7.6%, nt, -1.5%, -13.7%, -9.9%, 7.4%
#23 CCOC(=O)Cc1csc(NC(=O)CSc2nccn2C)n1
  1.4%, 7.7%, 14.9%, -4.1%, 2.7%, -0.5%, -1.9%, 8.5%, 0.0%, -0.5%
#24 Cc1nnc(SCC(=O)Nc2ccc(S(N)(=O)=O)cc2)n(N)c1=O
  1.9%, nt, -5.2%, nt, nt, -2.0%, nt, nt, nt, -26.9%
#25 O=c1[nH]cnc2c1C1(CCCC1)Cc1ccccc1-2
  0.8%, -7.7%, -3.0%, -1.4%, -3.7%, -0.9%, 2.4%, -8.8%, -1.9%, -22.1%
#26 Cc1[nH]nc(N=CC2=C(O)CC(c3ccco3)CC2=O)c1-c1ccc(Cl)cc1 (stereo not given)
  nt, 0.2%, -2.1%, -1.0%, -10.0%, -7.6%, 2.8%, 20.7%, 2.6%, -26.1%
#27 O=S(=O)(c1ccc(NC(=S)Nc2ccccc2)cc1)N1CCOCC1
  2.3%, -6.7%, -8.9%, -7.8%, 15.4%[11.5 µM], 2.1%, 1.5%, -7.1%, ?, 0.4%
#28 COC(=O)c1[nH]c2ccccc2c1NC(=O)CN1CCN(C/C=C/c2ccccc2)CC1
  -15.4%, 0.5%, 7.6%, 1.3%, 15.4%, -11.4%, -1.6%, -0.8%, 0.0%, -53.6%
#29 Cc1ccc(N=Nc2ccc(O)c3ncccc23)cc1C
  ?, -9.0%, 0.5%, -18.4%, 4.4%, 9.8%, 10.7µM*, 0.501µM*, 0.141µM*, -27.8%
#30 CC(=O)NS(=O)(=O)c1ccc(NC(=O)CSc2ccc(C)cc2)cc1
  4.5%, 0.5%, 13.7%, 0.3%, -3.2%, 0.1%, -9.2%, -9.5%[10 µM], -19.0%, 27.3%
#31 CCOC(=O)C1(CCc2ccccc2)CCN(C(=O)c2cc(C)nc(C)n2)CC1
  -1.3%, -1.3%, 6.8%, -1.7%, 0.4%, 9.8%, ?, 17.1%, -7.2%, -3.5%
#32 COC(=O)c1ccc(-c2cc3onc(-c4ccccc4)c3c(=O)n2C)cc1
  2.5%, 28.1%, 25.0%, ?, nt, ?, 4.26µM*, nt, nt, 21.5%
#33 COC(=O)c1sc2ccccc2c1NC(=O)c1ccc(S(=O)(=O)N2CC(C)CC(C)C2)cc1 (stereo not given)
  1.9%, -6.3%, 2.9%, 0.2%, 2.4%, 0.1%, 0.3%, -0.8%, -1.4%, -25.5%
#34 Cn1c(CCC(=O)O)nc2cc(S(=O)(=O)N3CCCCC3)ccc21
  -2.3%, 0.7%, -1.2%, -3.4%, nt, -0.4%, 0.5%, nt, nt, -29.4%
#35 COc1cc2[nH]c(C(=O)Nc3ccc4c(c3)OCCO4)cc2c(OC)c1OC
  -3.5%, 14.2%, 11.4%, 16.9%, 3.1%, ?, 8.49µM*, ?, 16.1%, 19.5%
#36 Cc1ccccc1C(=O)NCCn1cc(SCC(=O)NCC2CCCO2)c2ccccc21 (stereo not given)
  -3.3%, 7.7%, -0.2%, -3.3%, -7.8%, -13.1%, -2.4%, -2.2%, 11.3%, 17.3%
#37 O=C(Oc1cccc(N2C(=O)CCC2=O)c1)C1CC(=O)N(c2ccc(Br)cc2)C1 (stereo not given)
  11.4%, -4.7%, 19.8%, 1.9%, 3.9%, -0.7%, -4.6%, -5.8%, -14.9%, 3.9%
#38 C=CCn1c(C(CCC(C)C)CC(C)(C)O)n[nH]c1=S (stereo not given)
  nt, -10.5%, -6.6%, -0.9%, -15.2%, -7.8%, -6.9%, 1.3%[0.365 µM], ?, -34.1%
#39 CN1CCN(c2nc(-c3ccc(Br)cc3)nnc2-c2ccccc2)CC1
  4.3%, 16.5%, -1.1%, -1.5%, -9.9%, -4.7%, ?, -8.9%, ?, -29.5%
#40 CCOC(=O)C1CCCN(Cc2cc(=O)oc3cc(C)c(C(C)C)cc23)C1 (stereo not given)
  2.9%, 3.1%, -0.3%, -1.2%, 3.5%, -10.3%, -2.7%, -7.0%, 2.3%, -13.8%
#41 COc1ccc(-c2noc(CN(C)C(=O)c3ccoc3C)n2)cc1
  1.0%, 11.3%, 25.0%, 11.2%, -4.2%, -1.9%, -12.8%, -18.8%, ?, 16.0%
#42 Cn1cccc1/C=N/NC(=O)c1sc2ccccc2c1Cl
  -4.0%, ?, 8.8%, ?, 27.1%, 14.3%, 2.69µM*, 3.16µM*, 0.447µM*, 18.2%
